Source: PubChem
PGC1a acetyl inh = PGC1a acetylation modulation, inhibitor mode | AID 651687 | inhibition, % at 15.6 µM | U2OS PGC1a acetylation, AlphaScreen anti-acetyl-lysine; with virally co-expressed GCN5 acetyltransferase | 0.17% of 350,000 active;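 active = every replicate shows inhibition of at least 40%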;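 also: 0% = neutral control wells and 100% = positive control wells; some results beyond the cut were filed as inactive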
Statin myotox sup = suppression of simvastatin myotoxicity | C2C12 myotubes + simvastatin, ATP luminescence, 48 h; scaled: DMSO 0, geranylgeraniol control 100 | rescue of ATP level, % at 7.49 µM | 0.78% of 330,000 active;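 active = mean ATP rescue above about 67%, or every replicate alone reaching that limit, limit read from the data, passing the limit was not always enough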;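 also: myotubes were challenged with 10 µM simvastatin during compound exposure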
Cneo AK release = causes C. neoformans cell lysis. adenylate kinase release luminescence, 4 h; normalised: neutral wells 0, clomiphene wells 100. AID 651654. lysis activity, % at 15 µM. 0.2% of 360,000 active;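 active = mean lysis activity across replicates of at least 80%, whatever share of replicates individually reach that level; inactive = mean lysis activity below 80%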
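Material: C. neoformans cells | Amount: Yeast cell density of 5 × 10^6 cells/mL | Medium: Fresh YPD growth medium | Dosing: Single dose | Times: Static 4 h at 37 °C with compound, 1 h detection | Detection: AK luminescence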
An asterisk follows results filed as active. A portion of the library; the hit share may differ from the screen's.

How did COc1cc2c(cc1OC)C(c1cccs1)N(C(=O)C(C)C)CC2 (centres undefined) do in these assays?
PGC1a acetyl inh: -2; Statin myotox sup: 1; Cneo AK release: -2

How did COc1ccnc(Oc2ccc(C)cc2)c1C#N do in these assays?
PGC1a acetyl inh: -1; Statin myotox sup: 38; Cneo AK release: 0

What do the screens show for `Cc1noc(COc2ccc(OCc3nc(C)no3)cc2)n1`?
PGC1a acetyl inh: 3; Statin myotox sup: 20; Cneo AK release: -3

Results for CC(=O)Nc1ccc(S(=O)(=O)NCC2CCC(C(=O)NCCC(C)C)CC2)cc1 (centres undefined) ?
PGC1a acetyl inh: 29; Statin myotox sup: -1; Cneo AK release: 1

What do the screens show for `CCCOC(=O)C1[C@H]2C(=O)N(CC3CCCO3)C[C@]23C=C[C@H]1O3` (some centres undefined)?
PGC1a acetyl inh: 10; Statin myotox sup: -6; Cneo AK release: 0

How did O=S(=O)(NCCOc1ccc(F)cc1)c1ccc2c(c1)OCCO2 do in these assays?
PGC1a acetyl inh: 3; Statin myotox sup: 6; Cneo AK release: -1

Results for CC(=O)N1c2ccccc2C(C)(c2ccccc2)CC1(C)C (centres undefined) ?
PGC1a acetyl inh: -7; Statin myotox sup: -3; Cneo AK release: -1

What do the screens show for `CC1CCCCN1S(=O)(=O)c1ccc2c(c1)oc(=O)n2CC(=O)O` (centres undefined)?
PGC1a acetyl inh: 4; Statin myotox sup: 7; Cneo AK release: 1

How did CC(C)N1CC(C(=O)Nc2nc3ccccc3s2)CC1=O (centres undefined) do in these assays?
PGC1a acetyl inh: -3; Statin myotox sup: -2; Cneo AK release: 2

What do the screens show for `COc1cccc(OC)c1C(=O)Nc1cc(C)on1`?
PGC1a acetyl inh: -4; Statin myotox sup: -10; Cneo AK release: 0

What do the screens show for `CCCCn1c(NC(=O)c2ccc(Br)o2)c(S(=O)(=O)c2ccccc2)c2nc3ccccc3nc21`?
PGC1a acetyl inh: 1; Statin myotox sup: 4; Cneo AK release: 0

Results for NC(=O)CSc1nnc(-c2ccoc2)o1 ?
PGC1a acetyl inh: 8; Statin myotox sup: -7; Cneo AK release: -2

What do the screens show for `COc1ccc(CNC2=CC(=O)CC(C)(C)C2)cc1`?
PGC1a acetyl inh: -9; Statin myotox sup: -4; Cneo AK release: 2

How did CCOC(=O)c1ccccc1NC1CC(=O)N(c2ccccc2C)C1=O (centres undefined) do in these assays?
PGC1a acetyl inh: 3; Statin myotox sup: -2; Cneo AK release: -1

How did Cc1ccc(C2/C(=C(/O)c3cnn(-c4ccccc4)c3C)C(=O)C(=O)N2CCN2CCOCC2)o1 (centres undefined) do in these assays?
PGC1a acetyl inh: -5; Statin myotox sup: 126*; Cneo AK release: 7

How did Cc1ccc(NC(=O)C(=O)NCc2ccc(/C=C(/C#N)C(=O)NCc3cccnc3)o2)cc1 do in these assays?
PGC1a acetyl inh: -9; Statin myotox sup: 7; Cneo AK release: 1

How did C=CCSC1=C(C#N)C(c2ccccc2OCC)C(C#N)C(=O)N1 (centres undefined) do in these assays?
PGC1a acetyl inh: -3; Statin myotox sup: 2; Cneo AK release: 2

What do the screens show for `CC(C)CNC(=O)CN(C1CCCCC1)S(C)(=O)=O`?
PGC1a acetyl inh: -1; Statin myotox sup: -4; Cneo AK release: 0

Results for COc1cc(NC(=O)COc2ccc(-n3cnnn3)cc2)c(OC)cc1Cl ?
PGC1a acetyl inh: 7; Statin myotox sup: 3; Cneo AK release: 1

What do the screens show for `N#CC(c1ccc(Cl)nn1)c1ccc(Cl)cc1Cl` (centres undefined)?
PGC1a acetyl inh: 2; Statin myotox sup: 7; Cneo AK release: -2

Results for CCC(C)c1ccc2oc(-c3ccc(NC(=O)Cn4cnc5c(=O)n(C)c(=O)n(C)c54)cc3)nc2c1 (centres undefined) ?
PGC1a acetyl inh: 1; Statin myotox sup: -32; Cneo AK release: -4

Results for CCCSc1nnc(Nc2ccccc2C)s1 ?
PGC1a acetyl inh: -15; Statin myotox sup: 6; Cneo AK release: 3

How did Cc1c(NC(=O)c2ccc(F)c(S(=O)(=O)N3CCOCC3)c2)c(=O)n(-c2ccccc2)n1C do in these assays?
PGC1a acetyl inh: -18; Statin myotox sup: 5; Cneo AK release: -1

How did COC(=O)Nc1nnc(CCc2ccccc2)s1 do in these assays?
PGC1a acetyl inh: -5; Statin myotox sup: 7; Cneo AK release: 1

What do the screens show for `COc1ccccc1C(=O)Nc1ccc2oc(-c3ccc(F)cc3)nc2c1`?
PGC1a acetyl inh: -7; Statin myotox sup: 8; Cneo AK release: 1

How did N#CC1=C(N)OC(c2ccccc2)=C(C#N)C1c1ccc2c(c1)OCO2 (centres undefined) do in these assays?
PGC1a acetyl inh: 0; Statin myotox sup: 2; Cneo AK release: -1

What do the screens show for `COc1ccc(NC(=S)NC(NC(=O)c2cccc(C)c2)C(Cl)(Cl)Cl)c([N+](=O)[O-])c1` (centres undefined)?
PGC1a acetyl inh: -1; Statin myotox sup: 26; Cneo AK release: 4

What do the screens show for `CCCCCn1c(Sc2ncccn2)nc2c1c(=O)[nH]c(=O)n2C`?
PGC1a acetyl inh: 14; Statin myotox sup: -1; Cneo AK release: 0

What do the screens show for `COc1ccc(OC)c(C2C=C(c3ccc(C)c(C)c3)Nc3nnnn32)c1` (centres undefined)?
PGC1a acetyl inh: -3; Statin myotox sup: -16; Cneo AK release: 0

Results for Cc1ccc(-n2nc3c(c2NC(=O)C(C)(C)C)CSC3)c(C)c1 ?
PGC1a acetyl inh: -7; Statin myotox sup: -16; Cneo AK release: 3

Results for O=C(NC1(C(F)(F)F)N=C2SCCN2C1=O)c1ccco1 (centres undefined) ?
PGC1a acetyl inh: 1; Statin myotox sup: 2; Cneo AK release: 1

Results for O=C(O)C(Oc1ccc2c3c(c(=O)oc2c1)CCC3)c1ccccc1 (centres undefined) ?
PGC1a acetyl inh: -12; Statin myotox sup: -15; Cneo AK release: 0

How did O=C(Nc1ccccc1-c1ccccc1)NC1CCN(CC(=O)N2CCOCC2)CC1 do in these assays?
PGC1a acetyl inh: -8; Statin myotox sup: -4; Cneo AK release: 0

How did O=C(NC(C(=O)N/N=C/c1cccc2ccccc12)c1n[nH]c(=O)c2ccccc12)c1ccccc1 (centres undefined) do in these assays?
PGC1a acetyl inh: -12; Statin myotox sup: 8; Cneo AK release: 2

What do the screens show for `CC(Sc1nc2ccccc2s1)C(=O)N1CCOCC1` (centres undefined)?
PGC1a acetyl inh: 55; Statin myotox sup: 29; Cneo AK release: 1

How did O=S(=O)(c1cccc2nsnc12)N1CCN(C/C=C/c2ccccc2)CC1 do in these assays?
PGC1a acetyl inh: -5; Statin myotox sup: 0; Cneo AK release: -2

How did Cc1ccc(OCC(=O)Nc2ccc(N(C)C)cc2)cc1 do in these assays?
PGC1a acetyl inh: -10; Statin myotox sup: -9; Cneo AK release: -1

Results for O=C1c2cccc3c(N4CCCCC4)ccc(c23)C(=O)N1c1ccccn1 ?
PGC1a acetyl inh: 4; Statin myotox sup: -20; Cneo AK release: 3

What do the screens show for `C=CCSc1nnc(-c2ccccc2NC(C)=O)c(=O)[nH]1`?
PGC1a acetyl inh: -9; Statin myotox sup: -20; Cneo AK release: 1

How did CC(C)Cc1nc2oc3c(N4CCN(CCO)CC4)ncnc3c2c2c1CCCC2 do in these assays?
PGC1a acetyl inh: -5; Statin myotox sup: 7; Cneo AK release: 1

Of the compounds above, these have a furan ring, fused or not.
What do the screens show for `CCCCn1c(NC(=O)c2ccc(Br)o2)c(S(=O)(=O)c2ccccc2)c2nc3ccccc3nc21`?
PGC1a acetyl inh: 1; Statin myotox sup: 4; Cneo AK release: 0

Results for NC(=O)CSc1nnc(-c2ccoc2)o1 ?
PGC1a acetyl inh: 8; Statin myotox sup: -7; Cneo AK release: -2

How did Cc1ccc(C2/C(=C(/O)c3cnn(-c4ccccc4)c3C)C(=O)C(=O)N2CCN2CCOCC2)o1 (centres undefined) do in these assays?
PGC1a acetyl inh: -5; Statin myotox sup: 126*; Cneo AK release: 7

How did Cc1ccc(NC(=O)C(=O)NCc2ccc(/C=C(/C#N)C(=O)NCc3cccnc3)o2)cc1 do in these assays?
PGC1a acetyl inh: -9; Statin myotox sup: 7; Cneo AK release: 1

Results for O=C(NC1(C(F)(F)F)N=C2SCCN2C1=O)c1ccco1 (centres undefined) ?
PGC1a acetyl inh: 1; Statin myotox sup: 2; Cneo AK release: 1

How did CC(C)Cc1nc2oc3c(N4CCN(CCO)CC4)ncnc3c2c2c1CCCC2 do in these assays?
PGC1a acetyl inh: -5; Statin myotox sup: 7; Cneo AK release: 1

(next part)
What do the screens show for `O=C1CCN=C(Nc2ccc(F)cc2)N1Cc1ccccc1`?
PGC1a acetyl inh: 2; Statin myotox sup: -11; Cneo AK release: 0

How did COc1ccc(Oc2ccc3c(C(F)(F)F)cc(C(F)(F)F)nc3n2)cc1 do in these assays?
PGC1a acetyl inh: 8; Statin myotox sup: 13; Cneo AK release: -3

How did O=C(CCn1cccc1)Nc1cc(F)ccc1F do in these assays?
PGC1a acetyl inh: -7; Statin myotox sup: -10; Cneo AK release: 9

Results for Nc1c(C(=O)c2ccc(F)cc2)oc2ccccc12 ?
PGC1a acetyl inh: 14; Statin myotox sup: 2; Cneo AK release: -3

How did Cc1cccc2cc(C(c3nnnn3Cc3ccccc3)N3CCN(c4ccccc4)CC3)c(=O)[nH]c12 (centres undefined) do in these assays?
PGC1a acetyl inh: 3; Statin myotox sup: -9; Cneo AK release: -1

How did CCn1c(COc2ccccc2)nnc1SCc1ccc(C#N)cc1 do in these assays?
PGC1a acetyl inh: -5; Statin myotox sup: -2; Cneo AK release: -4

How did Cc1cc(NC(=O)c2ccc3c(c2)OCCO3)no1 do in these assays?
PGC1a acetyl inh: 5; Statin myotox sup: -12; Cneo AK release: -5

How did C=CCN1C(=O)C2C(C(=O)NCc3ccccc3)C3C=CC2(O3)C1C(=O)NC(C)(C)C (centres undefined) do in these assays?
PGC1a acetyl inh: 11; Statin myotox sup: -1; Cneo AK release: 1

How did Nc1nc(SCC(=O)N2CCc3ccccc3C2)[nH]c(=O)c1-c1ccccc1 do in these assays?
PGC1a acetyl inh: 0; Statin myotox sup: 1; Cneo AK release: -1

What do the screens show for `CC(C)Nc1ccccc1`?
PGC1a acetyl inh: 4; Statin myotox sup: 2; Cneo AK release: 2

What do the screens show for `CCOc1ccc(Cl)cc1-c1cc(C(=O)Nc2cc(OC)ccc2OC)[nH]n1`?
PGC1a acetyl inh: -3; Statin myotox sup: -2; Cneo AK release: 0

What do the screens show for `Cc1ccc(CNC(=O)CSc2nc(=O)n3ccccc3n2)cc1`?
PGC1a acetyl inh: -3; Statin myotox sup: 12; Cneo AK release: 2

Results for CCOC(=O)c1cc2c(=O)n3ccccc3nc2n(CCCOC)c1=NC(=O)C(C)(C)C ?
PGC1a acetyl inh: -3; Statin myotox sup: -8; Cneo AK release: 12

What do the screens show for `Cc1cccc(-c2nc(NCCCN3CCOCC3)c3ccccc3n2)c1`?
PGC1a acetyl inh: 3; Statin myotox sup: -28; Cneo AK release: 1

How did Cc1onc(-c2c(Cl)cccc2Cl)c1C(=O)Nc1ccc2c(c1)OCCO2 do in these assays?
PGC1a acetyl inh: -13; Statin myotox sup: -3; Cneo AK release: -3

Results for CCOP(=O)(c1ccccc1)c1nc(-c2ccc(F)cc2)oc1N1CCCCC1 (centres undefined) ?
PGC1a acetyl inh: -9; Statin myotox sup: 24; Cneo AK release: 3

Results for CCN(CC)C(=O)CSc1nnc(-c2ccccn2)n1-c1ccc(C)c(C)c1 ?
PGC1a acetyl inh: -7; Statin myotox sup: 20; Cneo AK release: -5

What do the screens show for `Cc1cc(Oc2ccccc2)nc(-c2ccccc2O)n1`?
PGC1a acetyl inh: 4; Statin myotox sup: 104*; Cneo AK release: 2

What do the screens show for `CC(=O)NC(Cc1ccccc1)C(=O)NC1CCN(C(=O)NC2CCCCC2)CC1` (centres undefined)?
PGC1a acetyl inh: 16; Statin myotox sup: -5; Cneo AK release: -2

What do the screens show for `Nc1nc2ccccc2n1C(=O)CCc1ccccc1`?
PGC1a acetyl inh: 1; Statin myotox sup: -40; Cneo AK release: 0

Results for COC(=O)c1cc(=O)nc2sc3ccccc3n12 ?
PGC1a acetyl inh: 10; Statin myotox sup: 4; Cneo AK release: -2

How did O=C(Nc1nc(-c2ccc(Cl)s2)cs1)c1cccs1 do in these assays?
PGC1a acetyl inh: -13; Statin myotox sup: -20; Cneo AK release: -6

What do the screens show for `Cn1c(CO)c(-c2ccccc2)c2cc([N+](=O)[O-])ccc21`?
PGC1a acetyl inh: -9; Statin myotox sup: -14; Cneo AK release: 0

What do the screens show for `Cc1ccc(Sc2c(C)nn(C(=O)c3cccc(S(=O)(=O)N4CCOCC4)c3)c2C)cc1`?
PGC1a acetyl inh: 4; Statin myotox sup: 0; Cneo AK release: -8

Results for Cc1cnn(-c2cc(N/N=C/c3ccccc3Cl)ncn2)c1 ?
PGC1a acetyl inh: 1; Statin myotox sup: -2; Cneo AK release: 0

What do the screens show for `CCC1CCc2c(sc(NC(=O)c3ccco3)c2C(N)=O)C1` (centres undefined)?
PGC1a acetyl inh: -9; Statin myotox sup: 1; Cneo AK release: -8

How did OC(CN1CCN(c2ccccn2)CC1)Cn1c2ccc(Cl)cc2c2cc(Cl)ccc21 (centres undefined) do in these assays?
PGC1a acetyl inh: -2; Statin myotox sup: -24; Cneo AK release: -1

Retrieved by structure from the entries so far:
What do the screens show for `COc1cccc(OC)c1C(=O)Nc1cc(C)on1`?
PGC1a acetyl inh: -4; Statin myotox sup: -10; Cneo AK release: 0

What do the screens show for `CCC1CCc2c(sc(NC(=O)c3ccco3)c2C(N)=O)C1` (centres undefined)?
PGC1a acetyl inh: -9; Statin myotox sup: 1; Cneo AK release: -8
